M. tuberculosis GlmU = inhibition of mycobacterial GlmU enzyme – biochemical, glucosamine-1-phosphate acetyltransferase (AID 1376). M. tuberculosis GlmU acetyltransferase enzyme assay; higher % means a stronger effect. inhibition, %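 (tested at 30 µM in the primary screen)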; hits with a dose series show IC50 in µM. 220,000 tested, 0.25% active; in the data active = inhibition above about 13%;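 also: 0% = complete reaction with vehicle and 100% = reaction without substrate; strong numbers were not always called active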
Mtb RmlCD inh = M. tuberculosis RmlC/RmlD inhibition; P9WH09+P9WH11; RmlC+RmlD coupled enzyme assay, percent inhibition; primary screen in compound mixtures; inhibition, % at 3.6 µM; 160,000 tested, 0.03% active; in the data active = inhibition mostly above about 34%, no sharp cut-off; also: some results filed as inactive read as strong as hits
Target sequence (P9WH09 whole entry, looked up): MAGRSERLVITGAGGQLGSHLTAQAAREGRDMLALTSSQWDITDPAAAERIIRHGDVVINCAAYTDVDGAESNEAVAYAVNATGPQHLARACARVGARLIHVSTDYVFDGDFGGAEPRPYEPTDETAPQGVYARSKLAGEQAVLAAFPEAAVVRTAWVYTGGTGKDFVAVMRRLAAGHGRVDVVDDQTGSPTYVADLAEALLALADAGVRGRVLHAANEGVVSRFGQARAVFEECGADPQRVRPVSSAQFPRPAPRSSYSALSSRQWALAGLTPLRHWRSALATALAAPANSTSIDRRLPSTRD
Target sequence (P9WH11 whole entry, looked up): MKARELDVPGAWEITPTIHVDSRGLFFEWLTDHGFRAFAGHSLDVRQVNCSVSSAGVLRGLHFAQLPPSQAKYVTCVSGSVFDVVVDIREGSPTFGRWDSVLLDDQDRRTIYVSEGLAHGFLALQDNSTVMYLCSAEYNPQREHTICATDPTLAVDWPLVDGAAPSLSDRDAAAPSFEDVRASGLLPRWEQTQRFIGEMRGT
An asterisk follows results filed as active; / = not tested or not shown; & = joins results of further samples.

cpd | SMILES | M. tuberculosis GlmU | Mtb RmlCD inh
1 | CC(=O)COC(=O)c1cccc(N2C(=O)C3C4C=CC(C4)C3C2=O)c1 (centres undefined) | -1.7% | /
2 | COC(=O)c1scc(C)c1NC(=O)Cc1ccccc1 | 2.1% | 2
3 | O=C1c2ccccc2C(=O)N1CCc1c[nH]c2ccc(O)cc12 | 4.1% | -10
4 | Clc1ccc2ncc(-c3nnnn3-c3ccccc3)c(-c3ccccc3)c2c1 | -5.8% | /
5 | COc1cccc(CSc2nnc(C(F)(F)F)n2Cc2ccc(F)cc2)c1 | 3.0% | 7
6 | COc1ccc(OCC(=O)Nc2ccncc2)cc1 | -1.8% | -9
7 | COc1ccc(-c2noc(CSc3nc4sc(C)c(C)c4c(=O)n3-c3ccccc3)n2)cc1OC | 2.5% | /
8 | CCN(Cc1ccccc1)c1ccc(/C=N/NC(=O)c2cccc(S(=O)(=O)N3CCOCC3)c2)cc1 | -1.6% | 9
9 | Cc1nc2cc3ccccc3cc2c(=O)[nH]1 | 0.2% | -4
10 | COc1ccccc1Nc1nc2nonc2nc1N1CCCCC1C (centres undefined) | 1.0% | 4
11 | O=S(=O)([N-]c1nc2ccccc2nc1-[n+]1ccc(CCCc2ccccc2)cc1)c1cccs1 | 1.7% | /
12 | O=C1CN(C(=O)COC(=O)/C=C/c2ccc(S(=O)(=O)N3CCOCC3)cc2)c2ccccc2N1 | 1.2% | 2
13 | CCc1ccc(OCC(=O)NN2Cc3ccccc3C2=N)cc1 | 6.6% | -7
14 | O=C(NC(=S)Nc1cccc(Cl)c1N1CCOCC1)c1cccs1 | 1.9% | -5
15 | O=C(NCC1CCCO1)c1sc(=S)n2c1[nH]c(=O)c1ccc(C(=O)N3CCCCC3)cc12 (centres undefined) | 6.7%&0.8% | -8
16 | Cc1cc(=O)oc2cc(OCc3nnc(-c4ccccc4Br)o3)ccc12 | 4.6% | -8
17 | C=CCc1cccc2cc(C(=O)N3CCN(C(=O)OCC)CC3)c(=O)oc12 | -2.4% | /
18 | c1ccc(CNC2=NCCCC2)cc1 | -4.3% | -5
19 | CCCCC1CC(C)(C(=O)CSc2nc3ccccc3s2)OC1=O (centres undefined) | 1.0% | 11
20 | Cc1nn(C)c(C)c1C1C(C#N)=C(N)OC2=C1C(=O)CC(C)(C)C2 (centres undefined) | -2.9% | /
21 | O=c1ccc2c(o1)/C(=C/C=C(Cl)Cl)CCC2 | -2.0% | 6
22 | COc1ccc(OCC(=O)N2CCN(c3nnc(-c4ccc(C)cc4)c4ccccc34)CC2)cc1 | -2.1% | -8
23 | COC1(c2cc(-c3ccccc3)nc(N)n2)CCCCC1 | 4.0% | /
24 | NC(=O)c1ccc(N=Nc2c(O)c3ccccc3[nH]c2=O)cc1 | -3.4% | -7
25 | NNC(=O)c1ccccc1-n1cccc1 | -6.0% | -14
26 | Cc1cc(C)nc(-n2ncc(C#N)c2N)n1 | -2.2% | /
27 | COC(=O)C1=NN(C(C)(C)CC(C)=O)C2C(=O)N(C3CCCCC3)C(=O)C12 (centres undefined) | 3.0% | 0
28 | Cc1cc(C)n(Cc2ccc(C(=O)Nc3cccc(Br)c3)o2)n1 | -3.9% | 2
29 | O=C(Nc1cccc(-c2csc(Nc3cccc(C(F)(F)F)c3)n2)c1)c1ccccc1 | 0.8% | /
30 | CC(=O)c1cccc(Nc2nc(-c3cccc([N+](=O)[O-])c3)cs2)c1 | 0.0% | 12
31 | CC(C)(C)c1nc(NCC2CCCO2)c2nnn(Cc3ccccc3)c2n1 (centres undefined) | 0.8% | -14
32 | O=S(=O)(c1ccc(F)cc1)N1CCC2(CC1)OCCO2 | 1.2% | -14
33 | O=C(Nc1ccc(F)cc1)C(Cc1ccccc1)n1cccc1 (centres undefined) | 1.6% | 7
34 | Cc1ccc(-c2nn(C)c(=O)c3ccccc23)cc1CNS(C)(=O)=O | -1.2% | /
35 | Cc1ccccc1P(=O)(CO)c1ccccc1C | 8.5% | /
36 | CC(C)Oc1ccc(C(=O)CCN2CCCCC2)cc1 | -5.0% | -11
37 | CC(=O)Nc1c([N+](=O)[O-])cc2[nH]c(=O)[nH]c2c1[N+](=O)[O-] | -2.2% | -8
38 | Cc1ccc(N2CC(C(=O)Nc3ccncc3)CC2=O)cc1 (centres undefined) | 3.6% | 5
39 | CCN(CC)S(=O)(=O)c1cccc(-c2nnc(SCC(=O)c3cc(C)n(C4CC4)c3C)o2)c1 | 1.3% | /
40 | O=C(NCCCO)c1ccc2[nH]c3c(c2c1)CCCC3 | 3.8% | /
41 | CC(Sc1ccsc1[N+](=O)[O-])C(=O)NCc1ccccc1 (centres undefined) | -3.5% | -4
42 | C[C@H](NS(=O)(=O)c1ccc(Cl)c(Cl)c1)C(=O)OCc1cc(=O)n2cc(Br)ccc2n1 | 3.9% | 6
43 | Cc1ccc(-c2cc(C(=O)Nc3ccc(S(=O)(=O)Nc4onc(C)c4C)cc3)c3ccccc3n2)cc1 | 5.6% | 6
44 | CC(C)c1cc(NC(=O)CSc2nnc(-c3ccccc3F)n2C)on1 | -7.7% | 4
45 | Cc1nc2ccc(S(=O)(=O)NC(C(=O)NC3CCCC3)C(C)C)cc2s1 (centres undefined) | 3.9% | -7
46 | CCC(=O)N(Cc1cc2ccccc2[nH]c1=O)c1ccc(OC)cc1 | -0.7% | -10
47 | Cc1nn(CCCC(=O)Nc2ccccn2)c(C)c1[N+](=O)[O-] | -3.7% | 9
48 | O=C(NCC(O)COc1ccc([N+](=O)[O-])cc1)Nc1ccccc1 (centres undefined) | -4.5% | 4
49 | O=C(CCn1c(=O)sc2ccccc21)Nc1nccs1 | 1.9% | -10
50 | COC(=O)CSC1=C(C#N)C(c2ccccc2F)CC(=O)N1 (centres undefined) | 0.3% | /

Next section:
cpd | SMILES | M. tuberculosis GlmU | Mtb RmlCD inh
51 | COCCn1nnnc1C(CC(C)C)N1CCN(C(=O)c2ccco2)CC1 (centres undefined) | 6.6% | 13
52 | CC(C)C[C@@H](CSc1ccc(Br)cc1)N1CCN(C)CCC1=O | -0.7% | /
53 | COc1ccc(CCN2C(=O)CN(Cc3ccccc3)CC2=O)cc1OC | -3.4% | -10
54 | Cc1ccccc1C(=O)N1CCN(c2ncnc3c2cnn3-c2ccccc2)CC1 | 5.6% | /
55 | Cc1ccc(-n2c(O)c(C=NCCN3CCOCC3)c(=O)[nH]c2=O)cc1 | 1.0% | -4
56 | Cc1cc(NC(=O)CSc2nc(N)c(NC(=O)c3ccccc3)c(=O)[nH]2)no1 | -3.2% | -9
57 | O=C(/C=C/c1ccc(Cl)cc1)NC(=S)NN1CCCCC1c1cccnc1 (centres undefined) | 1.0% | 16
58 | CCC(C)(C)NC(=O)Cc1ccc(F)cc1 | -1.1% | -7
59 | Cn1c(N2CCN(S(=O)(=O)c3ccc(F)cc3)CC2)nc2ccccc21 | 2.2% | -2
60 | O=c1[nH][nH]c(C(F)(F)F)c1C=NCc1cccc(Cl)c1 | 4.6% | /
61 | Cc1nc2c(ncn2-c2ccccc2)c(=O)n1NC(=O)CN1CCCC1 | 5.8% | 13
62 | FC(F)(F)c1cc(-c2ccccc2)nc(N2CCCCCC2)n1 | -0.1% | -12
63 | O=C(O)c1cccc(N2C(=O)C3CC=C(Cl)CC3C2=O)c1 (centres undefined) | 11% | -8
64 | Cc1csc(NC(=O)CSc2nnc(-c3ccncc3)o2)n1 | 5.4% | /
65 | COc1cc(/C=C2\N=C(c3ccccc3)OC2=O)ccc1OCc1c(C)no[n+]1[O-] | 3.4% | 10
66 | CCn1c(C)nc2cc(OC)ccc21 | -2.1% | 2
67 | O=C(NCCN1C(=O)S/C(=C/c2ccccc2)C1=O)C1CCCN1C(=O)c1cccs1 (centres undefined) | -3.2% | 0
68 | C(=N/n1c2ccccc2c2ccccc21)/c1ccco1 | 7.7% | /
69 | Cc1nn(Cc2c(Cl)cccc2Cl)c(C)c1NC(=O)CCCn1nc([N+](=O)[O-])c(Cl)c1C | 0.5% | /
70 | Cn1nc(C(F)(F)F)c(/C=N/OC(=O)c2ccccc2)c1SCc1ccc(Cl)cc1 | 0.0% | /
71 | O=C1CSC(c2cccnc2)N1Cc1ccc(Cl)cc1 (centres undefined) | 4.2% | -5
72 | O=C1CCCc2nc(N3CCN(Cc4ccccc4)CC3)ncc21 | 4.1% | 8
73 | CCOC(=O)N1CCC(NC(=O)C2CCC(Cn3c(=O)[nH]c4ccccc4c3=O)CC2)CC1 (centres undefined) | 4.7% | /
74 | COc1ccc(-n2nnc3c(=O)n(CC(=O)N4CCC(C)CC4)cnc32)cc1 | -0.1% | 5
75 | Cc1c(Br)c([N+](=O)[O-])nn1CC(=O)N(C)Cc1ccccc1 | -0.4% | /

The list goes on, overlapping the part above by six compounds.
cpd | SMILES | M. tuberculosis GlmU | Mtb RmlCD inh
70 | Cn1nc(C(F)(F)F)c(/C=N/OC(=O)c2ccccc2)c1SCc1ccc(Cl)cc1 | 0.0% | /
71 | O=C1CSC(c2cccnc2)N1Cc1ccc(Cl)cc1 (centres undefined) | 4.2% | -5
72 | O=C1CCCc2nc(N3CCN(Cc4ccccc4)CC3)ncc21 | 4.1% | 8
73 | CCOC(=O)N1CCC(NC(=O)C2CCC(Cn3c(=O)[nH]c4ccccc4c3=O)CC2)CC1 (centres undefined) | 4.7% | /
74 | COc1ccc(-n2nnc3c(=O)n(CC(=O)N4CCC(C)CC4)cnc32)cc1 | -0.1% | 5
75 | Cc1c(Br)c([N+](=O)[O-])nn1CC(=O)N(C)Cc1ccccc1 | -0.4% | /
76 | Cc1ccc(-c2c[n+]3c(n2-c2ccccc2)SCC3)cc1 | 7.1% | -8
77 | FC(F)(F)c1nnc2n1N=C(c1cccs1)CS2 | 3.3% | -16
78 | Cc1ccc(CCNC(=O)C2CCCN(S(=O)(=O)c3cnc[nH]3)C2)cc1 (centres undefined) | 0.3% | 3
79 | Cn1c(SCc2ccccc2Cl)nc(C(F)(F)F)cc1=O | -1.4% | 11
80 | O=C1c2ccccc2C(=O)N1c1n[nH]c(CCc2ccccc2)n1 | 4.0% | /
81 | CCc1ccccc1NC(=S)N1CCC(NC(=O)c2ccc(OC)cc2)CC1 | 7.2% | 3
82 | COc1ccc(N(CC(=O)N/N=C/c2cc3ccc(OC)cc3nc2Cl)S(=O)(=O)c2ccccc2)cc1 | 2.2% | -1
83 | CCCCCCn1c(O)c(/C=C2\C=NN=C2c2ccccc2)sc1=S | 2.0% | 6
84 | CS(=O)(=O)c1nsc2nc(=O)c(/C=C3\C=Nc4ccccc43)c(N)n12 | 9.1% | 2
85 | Cn1c(SCc2ccc3c(c2)OCO3)nnc1-c1ccccc1 | 2.5% | -5
86 | S=C(NCCCN1CCOCC1)Nc1ccc(Nc2ccccc2)cc1 | -5.2% | /
87 | Cn1c(Cn2nnc(-c3ccccc3)n2)nnc1SCc1ccccc1Cl | -0.5% | 30
88 | COc1ccc(C(=O)NCc2nnc(SCC(=O)N3CCOCC3)o2)cc1 | -1.1% | 4
89 | COc1ccc(Br)cc1CN(C)CC(=O)Nc1c(Cl)cccc1Cl | -1.6% | -7
90 | O=C(CCc1ccccn1)NC1CCCc2c1cnn2-c1ccc(F)cc1F (centres undefined) | 6.2% | -3
91 | COC(=O)/C(C#N)=C/N(C)C | 5.6% | -8
92 | CC(=O)Nc1ccc(-n2nnnc2SCC(=O)Nc2cccc(NC(=O)c3ccco3)c2)cc1 | 5.0% | /
93 | CC(=O)NC(=S)Nc1sc2c(c1C#N)CCCCC2 | 0.3% | -1
94 | OCCNc1nc(Nc2ccc(Br)cc2)nc2ccccc12 | -2.8% | 2
95 | N#C/C(C(=O)c1ccccc1)=C1/SC=C(N)N1c1ccccc1 | 5.5% | -3
96 | COc1ccc(S(=O)(=O)Nc2nc3ccccc3nc2NCc2ccc3c(c2)OCO3)cc1 | 5.7% | -8
97 | CCOc1cc(/C=N\NC(N)=O)cc(Br)c1OC(C)C | 0.6% | 7
98 | O=C(O)c1cc([N+](=O)[O-])ccc1N1CCCCC1 | -2.9% | -9
99 | COc1ccc(C(=O)/C=C(\C)Nc2ccc(NC(C)=O)cc2)cc1 | 0.6% | 10
100 | CCC(Sc1nc(-c2ccccc2)cc(=O)[nH]1)C(=O)O (centres undefined) | -2.2% | /
101 | CCCOCC(O)CCc1n[nH]c(=S)n1-c1ccccc1 (centres undefined) | -1.8% | 5
102 | CC1(C)CC(=O)C(C=N)=C(O)C1 | -4.0% | /
103 | CCOc1ccc2nc(COC(=O)c3ccncc3)c(C(=O)c3ccccc3)[n+]([O-])c2c1 | 3.5% | -5
104 | Cc1ccc(N2C(=O)CC(Sc3cccs3)C2=O)cc1 (centres undefined) | -3.9% | -7
105 | COc1ccc(S(=O)(=O)Cc2ccc(C(=O)N3CCN(c4cc(Cl)ccc4C)CC3)o2)cc1 | -1.1% | -6
106 | CCN(CC)CCCNC(=O)c1ccc(Cl)c(S(=O)(=O)Nc2ccccc2OC)c1 | -4.2% | 14
107 | COC(=O)C1C(=O)C=C(Nc2ccc(F)cc2F)CC1c1ccc(OC)cc1 (centres undefined) | 1.7% | -8
108 | CCOc1ccc(-n2cc(C(=O)N3CCC(C)CC3)c3cc(OC)c(OC)cc3c2=O)cc1 | 1.4% | 3
109 | CCOC(=O)Cn1c(=NC(=O)c2cccs2)sc2cc(C(=O)OC)ccc21 | -5.6% | 7
110 | Brc1ccccc1C1=Nn2c(nnc2-c2ccco2)SC1 | 3.2% | /
111 | Nc1nnc(CC2=CCCCC2)s1 | -0.1% | -1
112 | Cc1nc(N2CCOCC2)c2c(C)c(C(=O)Nc3ccccc3C(F)(F)F)sc2n1 | -4.5% | -15

Given with values under each structure: entries from further up
Each structure is followed by: M. tuberculosis GlmU	Mtb RmlCD inh
#49 O=C(CCn1c(=O)sc2ccccc21)Nc1nccs1
→ 1.9%	-10
#50 COC(=O)CSC1=C(C#N)C(c2ccccc2F)CC(=O)N1 (centres undefined)
→ 0.3%	/
#51 COCCn1nnnc1C(CC(C)C)N1CCN(C(=O)c2ccco2)CC1 (centres undefined)
→ 6.6%	13
#52 CC(C)C[C@@H](CSc1ccc(Br)cc1)N1CCN(C)CCC1=O
→ -0.7%	/

Only part of the results is shown (hit frequency here may not be typical).
